From PubChem
CXXC DNA block: inhibitors of human MLL CXXC domain-DNA interaction | Q03164 | MLL-CXXC / FITC-HOXA9 DNA fluorescence polarization | Potency, µM (series often up to 115 µM), for inactives: top-dose activity change, negative = inhibition, usual class: inhibitors | 0.037% of 290,000 active; active means well fitted inhibition curve with a large enough effect in the polarisation, with a control signal flat, not every such curve was filed as active; inconclusive means small, poorly fitted or top-dose-only effect, or effect the other way, or a change in a side signal; inactive means no such curve, though single readings can be large or run the other way; the % refers to the polarisation; further: potency means the concentration at half of the fitted maximal effect
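Fluorescence polarization: 7 uM MLL-CXXC (stock) preincubated 5 min with compounds, then 50 nM fluorescein-HOX-A9 DNA (stock) added; 30 min ambient. Buffer 50 mM Tris-HCl pH 7.5, 50 mM NaCl, 1 mM DTT, 0.05% BSA.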
TRPV1 agonist: human TRPV1 agonism | 0.19% of 320,000 active | TRPV1-expressing cells, Fluo-8 calcium influx, agonist mode | Q8NER1 | activation, % at 8.33 µM | AID 540275; in the data active means activation above about 80%; inconclusive means between about 30% and that limit; further: 0% is about no effect
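TRPV1-expressing cells were cultured overnight at 35.5C and loaded with Fluo-8 calcium dye for 40 to 90 min at room temperature. After a 10 s baseline, compound was added and calcium influx was read kinetically for 3 min (ex 480/em 520 nm).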
MBNL1-CUG inh: inhibitors of human MBNL1 binding to CUG repeat RNA. Q9NR56. TR-FRET MBNL1-His/biotin-(CUG)12 binding, 665/545 ratio. Potency, µM (doses to about 57.5 µM), without a hit: at the highest dose activity change, negative = inhibition, usual class: inhibitors. 0.036% of 280,000 active. AID 2675; active means well fitted inhibition curve with a large enough effect in the signal ratio, with a control signal flat, not every such curve was filed as active; inconclusive means small, poorly fitted or top-dose-only effect, or effect the other way, or a change in a side signal; inactive means no such curve, though single readings can be large or run the other way; the % refers to the signal ratio; further: potency means the concentration at half of the fitted maximal effect; on the % scale 0 is the no-effect control and ±100 the full control effect
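Compounds (final 92 nM to 58 uM) are added to His-tagged MBNL1 and biotin-(CUG)12, then terbium anti-His antibody and streptavidin-XL665 (5 nM final). After 60 min at room temperature, the 665/545 nm ratio is read.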
ASM inhibitor: inhibitors of human secretory acid sphingomyelinase; 0.006% of 340,000 active; P17405; Potency, µM (doses to about 57.5 µM), for inactives: at the top dose activity change, negative = inhibition, most hits filed as inhibitors; placental ASM, HMU-PC fluorogenic substrate, 60 min; AID 504937; further: potency means the concentration at half of the fitted maximal effect
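HMU-PC0 cleavage (9 uM final) by human placental ASM, 60 min at 37 °C following 10 min compound exposure at RT; stopped at pH 10, fluorescence Ex 386/Em 447 nm.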
A-T KAP1 phos: potential ataxia-telangiectasia treatments restoring KAP-1 phosphorylation | […] A-T fibroblasts, KAP-1 phosphorylation AlphaLISA; neocarzinostatin DNA damage 30 min before lysis | Potency, µM (top dose mostly 57.5 µM), without a hit: at the highest dose activation, usual class: activators | 0.19% of 320,000 active; further: potency means the concentration at half of the fitted maximal effect; % of control where 0% means no effect; nearly all actives have a fitted effect of over 45% in size
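ATM-like activity read as KAP-1 phosphorylation via AlphaLISA donor/acceptor antibody pairs after lysis and 6 hr at 25C. Cells were ATM-null patient fibroblasts ([…], hTERT), dosed 60 min, then exposed to the DSB inducer NCS for 30 min.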
KCNH2 3.1 inh: KCNH2 3.1 (human) potassium channel inhibition; U2OS KCNH2 3.1, thallium flux FluxOr; active compounds read low; activity change, % (tested at about 1.8 µM); 0.95% of 340,000 active;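 active means maximum activity change below -70%; inconclusive means maximum activity change from -70% to -50%; inactive means maximum activity change above -50%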;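 further: thallium influx rate constant from kinetic fluorescence after stimulation buffer; on the % scale 0 is the no-effect control and ±100 the full control effect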
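We transduce U2OS cells with the mutant 3.1 virus, culture them overnight, load FluxOr with Red40 quencher for 45 min, then add stimulation buffer and read kinetically for 2 min to derive a normalized rate constant.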
GALK inhibitor: inhibitors of human galactokinase; 0.007% of 270,000 active; Potency, µM (doses to about 57.5 µM), for the others: at the highest dose activity change, negative = inhibition, usual class: inhibitors; Purified GALK, Kinase-Glo residual ATP luminescence; P51570; further: potency means the concentration at half of the fitted maximal effect; on the % scale 0 is the no-effect control and ±100 the full control effect
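Human GALK (5 nM) with 35 uM ATP and 100 uM galactose in 20 mM HEPES pH 8.0, 5 mM MgCl2, 60 mM NaCl, 1 mM DTT, 0.01% BSA. After 1 h at room temperature, leftover ATP was read by Kinase-Glo Plus luminescence.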
a7 integrin act: integrin-mediated muscular dystrophy alleviation activation; alpha7betagal myoblasts, beta-gal FDG fluorescence, 48 h; Potency, µM (titrated, usually from 38.3 µM), for the others: at the highest dose activation, usual class: activators; 0.064% of 350,000 active; AID 624291;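 further: potency means the concentration at half of the fitted maximal effect; 100% = response of the positive control SU9516; nearly all actives have a fitted effect of over 60% in size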
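alpha7betagal+/- myoblasts (passage 13, 250/well) treated 48 h at 37C with compounds at 1:260 dilution of DMSO stock. Lysed, then beta-galactosidase activity read as FDG fluorescence (ex 480/em 540) after 30 min, with pre-read for autofluorescence.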
hERG WT inh: blocks the wildtype human KCNH2 potassium channel. Q12809. U2OS, BacMam KCNH2, thallium flux FluxOr; active compounds read low. activity change, % at 1.84 µM. 0.37% of 340,000 active. AID 720551;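 active means maximum activity change below -70%; inconclusive means maximum activity change between -70% and -50%; inactive means maximum activity change above -50%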; further: on the % scale 0 is the no-effect control and ±100 the full control effect
Target sequence (Q12809 whole entry, looked up): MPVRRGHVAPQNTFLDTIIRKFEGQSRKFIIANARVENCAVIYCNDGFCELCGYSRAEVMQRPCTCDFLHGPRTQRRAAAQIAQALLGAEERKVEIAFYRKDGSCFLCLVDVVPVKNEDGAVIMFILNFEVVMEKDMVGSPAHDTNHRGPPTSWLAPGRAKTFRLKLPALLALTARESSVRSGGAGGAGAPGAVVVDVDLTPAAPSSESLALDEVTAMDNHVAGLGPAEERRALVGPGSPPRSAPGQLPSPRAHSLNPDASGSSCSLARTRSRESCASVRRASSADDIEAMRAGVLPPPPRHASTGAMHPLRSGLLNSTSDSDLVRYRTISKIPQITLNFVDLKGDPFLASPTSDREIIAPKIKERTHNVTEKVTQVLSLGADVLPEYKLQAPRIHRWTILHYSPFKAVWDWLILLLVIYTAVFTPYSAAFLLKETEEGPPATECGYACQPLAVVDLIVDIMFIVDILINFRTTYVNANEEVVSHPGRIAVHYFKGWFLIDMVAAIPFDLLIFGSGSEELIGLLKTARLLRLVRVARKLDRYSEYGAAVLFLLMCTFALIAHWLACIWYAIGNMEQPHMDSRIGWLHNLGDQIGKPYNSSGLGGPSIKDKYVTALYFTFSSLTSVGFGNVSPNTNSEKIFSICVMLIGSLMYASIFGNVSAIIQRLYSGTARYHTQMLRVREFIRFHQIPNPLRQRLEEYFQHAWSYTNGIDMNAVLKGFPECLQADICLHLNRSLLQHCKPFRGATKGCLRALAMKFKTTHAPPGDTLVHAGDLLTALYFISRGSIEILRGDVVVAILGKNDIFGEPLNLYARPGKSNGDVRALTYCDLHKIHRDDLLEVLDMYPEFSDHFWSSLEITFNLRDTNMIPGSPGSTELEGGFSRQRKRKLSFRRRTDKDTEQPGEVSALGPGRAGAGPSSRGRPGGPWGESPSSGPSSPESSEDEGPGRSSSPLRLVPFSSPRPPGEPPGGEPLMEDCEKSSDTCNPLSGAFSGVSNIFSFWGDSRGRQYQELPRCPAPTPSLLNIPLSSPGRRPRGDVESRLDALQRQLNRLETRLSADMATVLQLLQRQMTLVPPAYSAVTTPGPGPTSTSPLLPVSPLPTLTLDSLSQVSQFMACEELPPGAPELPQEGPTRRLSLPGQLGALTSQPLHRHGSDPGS
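U2OS cells transduced with wild-type KCNH2 virus are loaded with FluxOr dye for 45 min, and thallium flux is measured in kinetic reads before and after stimulation buffer. Rate constants are normalized to DMSO controls.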
FBPA coupling cs: counter-screen for Giardia aldolase inhibitors: coupling enzyme system. coupling enzyme system counterscreen, AmpLite Red fluorescence. activity change, negative = inhibition, % at 58.2 µM, hits read low. 0.67% of 290,000 active. AID 2472; in the data active means activity change below about -30%; further: on the % scale 0 is the no-effect control and ±100 the full control effect
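First, compound is pin-transferred into glyceraldehyde-3-phosphate coupling-enzyme reagent at 57.5 uM final and held 10 min at RT. Next, substrate, coupling system and AmpLite Red are added. After 20 min RT, fluorescence (525/598 nm) is read.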
Starred values were filed as active, the others as inactive; ? = inconclusive; · = no result given; & = joins results of further samples; [ ] = dose if it differs, or a comment. Unless noted, the call rests on the fitted dose curve; in most records, active means well fitted curve in the direction sought with a large enough effect; inconclusive means small, poorly fitted or top-dose-only effect, or another doubt; inactive means no such curve, though single readings can be large; an effect the other way counts as inactive or inconclusive.

SMILES | CXXC DNA block | TRPV1 agonist | MBNL1-CUG inh | ASM inhibitor | A-T KAP1 phos | KCNH2 3.1 inh | GALK inhibitor | a7 integrin act | hERG WT inh | FBPA coupling cs
COC(c1ccc(Cl)cc1)(c1ccc(Cl)cc1)C(Oc1nccc(C)n1)C(=O)O (stereo not given) | -25% | 0 | 3% | 5% | 2% | -4 | 6% | 15% | -6 | 4
Cc1csc(NC(=O)c2cc(C)nc3ccccc23)n1 | 13% | 8 | -3% | 1% | -11% | 15 | -6% | -6% | 26 | 1
COc1ccccc1[C@@H]1C(c2ccccc2)=NN(c2ccccc2)[C@H]1C(=O)N1CCOC1=O | · | · | · | 354%[activator] | · | -21 | · | 34% | -5 | 0
Cc1cc(=O)n2[nH]c(-c3ccccc3)cc2n1 | 6% | 4 | -4% | -1% | · | -8 | 0% | 9% | -10 | 3
Cc1cc(C)n(CCCNC(=O)CN(C)S(=O)(=O)c2ccc(Cl)cc2)n1 | · | -1 | · | 6% | -4% | 6 | · | 11% | -6 | ·
COc1ccc(C)cc1NC(=O)C(OC(=O)CNC(=O)c1ccc(Br)cc1)c1ccccc1 (stereo not given) | 9% | 20 | · | -4% | 0% | -6 | 0% | -11% | 0 | 0
COc1ccc(OC)c2[nH]c(=O)c(CCNC(C)=O)cc12 | 0% | 0 | 1% | 7% | -2% | 18 | -2% | -24% | -6 | -2
CCN(CC)CCN(C(=O)/C=C/c1cccs1)c1nc2ccc(Cl)cc2s1 | -7% | -1 | 13% | -1% | 14% | -100* | 1% | -10% | -149* | ·
CCS(=O)(=O)c1ccc2oc(SCC(=O)c3c(N)n(C4CC4)c(=O)[nH]c3=O)nc2c1 | · | 0 | · | 2% | -2% | -4 | · | 6% | -4 | ·
Clc1cccc(CN2CCCCCCC2)c1Cl | 4% | 1 | -1% | 6% | 13% | 3 | 0% | 3% | 1 | 1

A portion of the results above, for reference:
SMILES | CXXC DNA block | TRPV1 agonist | MBNL1-CUG inh | ASM inhibitor | A-T KAP1 phos | KCNH2 3.1 inh | GALK inhibitor | a7 integrin act | hERG WT inh | FBPA coupling cs
Cc1cc(C)n(CCCNC(=O)CN(C)S(=O)(=O)c2ccc(Cl)cc2)n1 | · | -1 | · | 6% | -4% | 6 | · | 11% | -6 | ·
COc1ccc(C)cc1NC(=O)C(OC(=O)CNC(=O)c1ccc(Br)cc1)c1ccccc1 (stereo not given) | 9% | 20 | · | -4% | 0% | -6 | 0% | -11% | 0 | 0
COc1ccc(OC)c2[nH]c(=O)c(CCNC(C)=O)cc12 | 0% | 0 | 1% | 7% | -2% | 18 | -2% | -24% | -6 | -2
CCN(CC)CCN(C(=O)/C=C/c1cccs1)c1nc2ccc(Cl)cc2s1 | -7% | -1 | 13% | -1% | 14% | -100* | 1% | -10% | -149* | ·
CCS(=O)(=O)c1ccc2oc(SCC(=O)c3c(N)n(C4CC4)c(=O)[nH]c3=O)nc2c1 | · | 0 | · | 2% | -2% | -4 | · | 6% | -4 | ·
Clc1cccc(CN2CCCCCCC2)c1Cl | 4% | 1 | -1% | 6% | 13% | 3 | 0% | 3% | 1 | 1

Remaining list, next part.
SMILES | CXXC DNA block | TRPV1 agonist | MBNL1-CUG inh | ASM inhibitor | A-T KAP1 phos | KCNH2 3.1 inh | GALK inhibitor | a7 integrin act | hERG WT inh | FBPA coupling cs
CCN1CCN(Cc2ccc(NC(=O)c3cc(NC(=O)c4cncc(-c5ccc(C#N)cc5)c4)cc(OC)c3)cc2C(F)(F)F)CC1 | 90%[activator] | 5 | -15% | -23% | -10% | -15&10 | -1% | -57%&-45%[inhibitor] | -4&0 | 8
COC(=O)C1(Cc2ccccc2)NC(c2ccc(F)cc2)C2C(=O)N(C)C(=O)C21 (stereo not given) | 21% | 5 | -5% | 1% | -3% | -10 | 0% | -14% | -9 | -1
Cc1ccc(C)c(C(=O)CCC(=O)N2CCN(c3ncccn3)CC2)c1 | -6% | 1 | -3% | 1% | 0% | -18 | · | 12% | 0 | 0
COC(=O)c1ccc(C(c2c(C)[nH][nH]c2=O)c2c(C)[nH][nH]c2=O)cc1 | 5% | -1 | -4% | 1% | 3% | 18 | · | -5% | -4 | -3
Cc1nnc(NC(=O)C23CC4CC(CC(C4)C2)C3)s1 | -4% | -2 | -2% | -1% | -3% | -4 | 5% | -4% | -9 | 3
CCC(C)NC(=O)CN1C(=O)NC2(CCOc3ccccc32)C1=O (stereo not given) | 6% | 1 | -4% | 1% | -2% | -13 | 0% | 22% | 7 | -1
COc1ccc(NC(=O)CN(C)CC(=O)NC2CCCCC2C)cc1 (stereo not given) | · | 2 | · | 7% | 2% | 5 | · | -8% | -7 | ·
CN(C)c1ccc(-c2cc([C@H]3[C@@H]4C=CCC[C@@]4(C)C(=O)N3Cc3ccccc3)ccc2F)cc1 | -2% | 0 | 6% | -12% | -16% | 32 | 1% | 6% | 2 | 3
Cc1scc(C(=O)NNC(=O)CCC(=O)O)c1C | -12% | -2 | -1% | 3% | -4% | -24 | 5% | -6% | -6 | 6
CC(/C=N/NC(=O)c1cccnc1)=C\c1ccco1 | -5% | 0 | ? | 6% | 4% | 0 | 0% | 12% | 9 | -20
CCN(CC)Cc1c(O)ccc2c(-c3ccccc3)cc(=O)oc12 | -3% | -2 | ? | 136%[activator] | 7% | 2 | 4% | 5% | 2 | 3
CSc1ccc(CNCCCN(C)C)cc1 | -5% | -5 | -6% | 0% | 12% | 8 | 1% | -18% | 0 | -2
O=C1CC(N(O)c2ccccc2)C(=O)N1c1cc(Cl)cc(Cl)c1 (stereo not given) | 2% | 2 | 14% | -6% | -1% | 7 | 1% | -55% | -7 | 0
Cn1c(N/N=C2\CCCc3ccccc32)nc2c1c(=O)n(Cc1ccc(F)cc1)c(=O)n2C | -1% | 9 | ? | 74% | 2% | -7 | -1% | -10% | 18 | 4
CC(NC(=O)c1cc(S(=O)(=O)N2CCOCC2)ccc1F)c1ccc(-n2ccnc2)cc1 (stereo not given) | · | -1 | · | -1% | -1% | -8 | · | 0% | 9 | ·
CCCCn1c(N)c(N(CCOC)C(=O)c2ccc3c(c2)C(=O)N(c2cc(C)ccc2C)C3=O)c(=O)[nH]c1=O | ? | 1 | 20% | 0% | 2% | 9 | -2% | 7% | -5 | ·
Cc1cc(C)n(C(=O)CCCCCC(=O)n2nc(C)cc2C)n1 | -10% | -2 | -2% | 1% | 1% | -6 | -1% | -23% | -11 | 3
Cc1ccn2c(C(=O)NNC(=O)Nc3ccc(Cl)cc3)c(C)nc2c1 | 15% | -3 | -1% | -2% | 0% | -20 | -7% | 18% | -22 | ·
CCOc1ccc(/C=C2\SC(=S)N(CCC(=O)Nc3ccccc3C(=O)O)C2=O)cc1 | 3% | 5 | -3% | -3% | -10% | 7 | -7% | -9% | -3 | 1
O=C(CN(c1ccccc1)S(=O)(=O)c1ccccc1)NCCSCc1ccco1 | -11% | 5 | 0% | -2% | 8% | 2 | 0% | -12% | -5 | 1
Cc1ccc(OCC(=O)Nc2ccccc2C(=O)N2CCCC2)cc1 | -2% | 12 | -1% | 1% | -5% | 0 | -7% | 4% | 2 | ·
CCC(C(=O)Nc1ncccn1)(C(F)(F)F)C(F)(F)F | -3% | 3 | -11% | 6% | -6% | 0 | 3% | 28% | 2 | -3
C/C(=N\Nc1c(F)c(F)c(Br)c(F)c1F)c1ccncc1 | 2% | 7 | 1% | -10% | 15% | 20 | -4% | -24% | -1 | 1
COc1ccc(Cl)cc1N=Cc1c(O)cc(C)oc1=O | · | · | · | 3% | · | -2 | · | ? | -22 | ·
CCCCn1c(N)c(N(C)C(=O)c2ccc(-n3cccn3)cc2)c(=O)[nH]c1=O | · | 0 | · | 3% | -2% | 5 | · | -12% | -2 | ·
CCOC(=O)C1=NNC2(CC(=O)N(c3cccc(C)c3)C2=O)C1 (stereo not given) | -5% | 0 | 6% | 3% | 6% | -6 | -4% | 9% | 2 | 2
CC(=O)c1cccc(NS(=O)(=O)c2ccc3c(c2)N(C(C)=O)CCO3)c1 | 6% | 2 | -3% | -1% | -3% | 5 | -6% | ? | -14 | ·
CC(C)(C)c1ccc(C(=O)O/N=C(\N)c2ccccn2)cc1 | 6% | ? | 4% | 2% | -6% | 0 | 7% | -39% | -2 | -3
COc1ccc(C(=O)CSc2ccc(-c3ccco3)nn2)cc1 | 6% | 13 | 18% | -5% | 3% | 18 | -3% | 25% | 10 | 0
